Source: PubChem BioAssay
PTHR1 agonist: agonists of human PTHR1 parathyroid hormone receptor; Q03431; HEK293 GP2 PTHR1 cells, GloSensor cAMP luminescence, 1 h; Potency, µM (series often up to 115 µM), inactives show top-dose activation, usual class: activators; actives 0.075% (n = 410,000); AID 743266; note: potency is the fitted concentration of half-maximal effect; nearly all actives have a fitted effect of over 55% in size; some results filed as inactive show a strong effect at the top dose; inactives centre near -15; many of its hits are not listed in these tables
Target sequence (Q03431 whole entry, looked up): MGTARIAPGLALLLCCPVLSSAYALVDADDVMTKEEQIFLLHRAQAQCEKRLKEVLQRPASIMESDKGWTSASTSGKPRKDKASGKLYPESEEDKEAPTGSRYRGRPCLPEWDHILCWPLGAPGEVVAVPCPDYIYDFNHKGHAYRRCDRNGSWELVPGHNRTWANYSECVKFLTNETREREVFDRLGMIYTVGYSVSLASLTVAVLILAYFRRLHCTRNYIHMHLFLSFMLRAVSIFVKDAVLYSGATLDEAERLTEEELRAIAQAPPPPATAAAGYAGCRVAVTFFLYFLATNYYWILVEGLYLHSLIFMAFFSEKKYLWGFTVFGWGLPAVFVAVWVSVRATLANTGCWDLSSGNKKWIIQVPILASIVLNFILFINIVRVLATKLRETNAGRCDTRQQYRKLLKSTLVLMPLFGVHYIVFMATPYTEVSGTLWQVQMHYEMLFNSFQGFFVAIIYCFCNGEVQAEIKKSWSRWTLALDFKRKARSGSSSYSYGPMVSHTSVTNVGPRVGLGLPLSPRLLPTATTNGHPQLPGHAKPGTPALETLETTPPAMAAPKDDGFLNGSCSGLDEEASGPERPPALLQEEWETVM
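HEK-293-derived GP2 cells expressing PTHR1 and a GloSensor cAMP reporter, 3,000/well, plated overnight, given luciferin plus IBMX (each 0.5 mM as added) for 1 h at 37 °C, then compound for 1 h at 37 °C. Luminescence was read after 15 min at room temperature.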
GLP1R cytotox: cytotoxic in the GLP-1 receptor inverse agonist counter-screen; AID 624418; actives 0.13% (n = 410,000); HEK293 cAMP-luciferase reporter cells, luminescence, 24 h; Potency, µM (top dose mostly 38.3 µM), for inactives: top-dose activity change, negative = inhibition, hits mostly inhibitors;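 note: loss of luciferase light is scored as toxicity; potency is the fitted concentration of half-maximal effect; % is set by controls: 0 for no effect and ±100 for the full control effect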
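1536-well qHTS counterscreen of the MLSMR; 200 cells/uL, 12 h pre-incubation, 23 nL cpd, 24 h at 37 deg C 5% CO2, luciferase detection reagent, 12 min RT, luminescence. Inhibition = undesired.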
GLP-1R inv ag: inverse agonists of human GLP-1 receptor; Potency, µM (highest dose often 38.3 µM), for the others: at the highest dose activity change, negative = inhibition, actives largely listed as inhibitors; P43220; HEK293 GLP-1R CRE-luciferase, luminescence, 24 h; GLP-1R form is constitutively active; actives 1.6% (n = 410,000); note: potency is the fitted concentration of half-maximal effect; % is set by controls: 0 for no effect and ±100 for the full control effect; nearly all actives have a fitted effect of over 55% in size
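Cells are plated, allowed 12 hours at 37 deg C, then treated with compounds for 24 hr before luciferase detection reagent is added and luminescence is read after 12 min at room temperature. The HEK293 line carries constitutively active GLP-1R with a cAMP-responsive reporter.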
TDP43 rescue: TDP-43 toxicity inhibition in yeast | Potency, µM (series often up to 46.1 µM), inactives show top-dose growth rescue (activation), hits mostly activators | TDP-43 expressing yeast growth rescue, BacTiter-Glo, 24 h | AID 652104 | actives 1.8% (n = 410,000); note: potency is the fitted concentration of half-maximal effect; % of control where 0% means no effect; nearly all actives have a fitted effect of over 50% in size
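Readout is BacTiter-Glo luminescence of cell growth, so inhibitors register as activators. TDP-43-expressing yeast at OD600=0.02 in galactose medium, after raffinose pregrowth to mid-log, were incubated with compound for 24 hr at 30 deg C.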
aSyn yeast inh: inhibitors of alpha-synuclein toxicity in yeast; Yeast expressing alpha-synuclein, growth rescue, BacTiter-Glo, 24 h; Potency, µM (doses to about 46.1 µM), for the others: top-dose growth rescue (activation), usual class: activators; actives 0.14% (n = 370,000); note: potency is the fitted concentration of half-maximal effect; % of control where 0% means no effect; nearly all actives have a fitted effect of over 65% in size
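Screening used galactose-induced yeast with toxic alpha-synuclein levels, exposed to compound for 24 hr at 30 deg C. Cell growth, read with BacTiter-Glo luminescence, gave the measured signal.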
DRD3 antagonist: antagonists of human D3 dopamine receptor. D3R cells, DiscoveRx beta-arrestin luminescence, antagonist mode; hits give low values. max response, negative = inhibition, %. P35462. actives 2.5% (n = 360,000); in the data active = max response below about -50%; inconclusive = no clear call, values can overlap the other calls; note: % is set by controls: 0 for no effect and ±100 for the full control effect; mostly tested at two doses, the higher about 12 µM
Target sequence (P35462 whole entry, looked up): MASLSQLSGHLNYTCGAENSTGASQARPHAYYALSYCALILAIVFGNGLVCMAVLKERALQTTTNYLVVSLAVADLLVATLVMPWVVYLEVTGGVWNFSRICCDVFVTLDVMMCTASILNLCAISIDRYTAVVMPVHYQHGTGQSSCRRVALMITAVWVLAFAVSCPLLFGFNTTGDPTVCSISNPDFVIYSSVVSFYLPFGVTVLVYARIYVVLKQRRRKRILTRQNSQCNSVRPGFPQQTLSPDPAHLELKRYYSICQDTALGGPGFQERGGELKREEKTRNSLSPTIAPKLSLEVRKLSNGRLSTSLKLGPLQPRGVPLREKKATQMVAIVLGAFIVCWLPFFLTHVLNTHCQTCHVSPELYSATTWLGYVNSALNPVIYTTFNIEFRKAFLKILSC
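Cells plated overnight at 1500 cells/well, then exposed to library compounds with dopamine controls for 90 minutes at 37 degrees C. DiscoveRx reagent added for 30–60 minutes at room temperature; luminescence read, quantitative HTS format.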
KB-V1 MDR tox: KB-V1 MDR subline cytotoxicity. KB-V1 MDR cells viability, CellTiter-Glo, 72 h. Potency, µM (highest dose often 46.1 µM), for the others: at the top dose activity change, negative = cytotoxicity, most hits filed as cytotoxic. actives 3.4% (n = 400,000); note: potency is the fitted concentration of half-maximal effect; % is set by controls: 0 for no effect and ±100 for the full control effect; nearly all actives have a fitted effect of over 60% in size
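In this primary screen, KB-V1 cells overexpressing P-gp are incubated with library compounds (lowest to highest concentration) for 72 h at 37 degrees C before a luminescent ATP viability read.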
DRD3 agonist: D3 dopamine receptor (human) agonism. P35462. D3R DiscoveRx beta-arrestin cells, luminescence, 90 min. max activation, %. actives 0.58% (n = 410,000). AID 652048; in the data active = max activation above about 30%; note: 0% is about no effect; mostly tested at two doses, the higher about 12 µM
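Agonist-mode cell screen: cells plated at 1500/well and incubated overnight at 37 °C, then exposed to library compounds for 90 min at 37 °C. Detection reagent was added for 30–60 min at room temperature, and luminescence was read.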
GLP-1R agonist: agonists of human GLP-1 receptor | P43220 | HEK293 GLP-1R CRE-luciferase, luminescence, 4-6 h; cells express a hypersensitive GLP-1R form | Potency, µM (doses to about 45.6 µM), for the others: top-dose activation, most hits filed as activators | actives 0.007% (n = 380,000) | AID 624172; note: potency is the fitted concentration of half-maximal effect; % of control where 0% means no effect
* marks the source's active call; other numbers are inactive results; i = inactive; ? = inconclusive; · = no result given; & = joins results of further samples; [ ] = remark or other dose. Unless noted, calls come from the whole dose curve; as a rule, active = well fitted curve in the direction sought with a large enough effect; inconclusive = small, poorly fitted or top-dose-only effect, or another doubt; inactive = no such curve, though single readings can be large; an effect the other way counts as inactive or inconclusive. Only part of the results is shown, so the mix of outcomes need not match the whole.

SMILES | PTHR1 agonist | GLP1R cytotox | GLP-1R inv ag | TDP43 rescue | aSyn yeast inh | DRD3 antagonist | KB-V1 MDR tox | DRD3 agonist | GLP-1R agonist
COc1ccc(NC(=O)c2ccco2)cc1NC(=O)c1c(OC)cccc1OC | -6% | -8%&1% | 24%&25% | -13%&21% | 3% | 18 | -2%&-5% | 4&4 | 13%
COCCCNC(=O)c1sc2ncccc2c1-n1cccc1 | -3% | 0% | 2% | 23% | · | · | -20% | 8 | ·
COc1ccc(/C=C2\N=C(c3c(-c4ccccc4)noc3C)OC2=O)cc1OC | i | 2% | 0% | 21% | 7% | 8 | -5% | 0 | -2%
CCNC(=O)C1CCCN(C(=O)c2ccc(OC)cc2)CC1 (stereo not given) | i | 8% | 11% | 19% | -2% | -16 | 5% | -5 | -3%
Cc1ccc(OCCC(=O)OCC(=O)Nc2c(C)nn(-c3ccccc3)c2C)cc1 | i | -2% | 9% | 11% | -2% | 13 | 0% | 13 | -5%
COc1cccc(C2C(C(=O)OC(C)C)=C(C)N=c3s/c(=C\c4ccc(C(=O)O)cc4)c(=O)n32)c1 (stereo not given) | i | 11% | 2% | -20% | 11% | -18 | 4% | -9 | 1%
COC(=O)C(Cc1c[nH]c2ccccc12)NC(=O)CNC(C)=O (stereo not given) | -24%[57.5 µM] | 5% | -9% | 6% | 3% | -53* | ? | 1 | -14%
Cc1ccc(OCC(=O)NCC2(N3CCOCC3)CCCCC2)cc1C | -13% | 3% | ? | -3% | · | · | · | 5 | ·
O=C(Nc1cc(-c2ccccc2)sc1C(=O)O)c1cccc(F)c1 | -13% | -5%&-8% | ? | -45%&-69%[inhibitor] | -16% | 30 | -2%&12% | -2&-15 | -2%
O=C(Oc1ccc(N2C(=O)CCC2=O)cc1)c1ccccc1 | 18% | 60%[activator] | 25% | -5% | 1% | -29 | 27% | 0 | 1%
COc1cc(S(=O)(=O)Nc2cccnc2)ccc1Cl | -31%[inhibitor] | 3% | 10% | 16% | 1% | 2 | 7% | -2 | -1%
O=C1CN(C(=O)CNC(=O)c2cccc(Cl)c2)c2ccccc2N1 | i | -10% | -1% | 6% | 1% | 8 | 0% | 2 | 9%
Cc1ccc(NC(=O)c2ccn(C)n2)c(Br)c1 | -13% | 1% | ? | 0% | 2% | 0 | 0% | -5 | 1%
Cc1c(NC(=O)c2ccc(S(=O)(=O)Nc3ccccc3F)cc2)c(=O)n(-c2ccccc2)n1C | -7% | 12% | 14% | 15% | 4% | -21 | · | -7 | 6%
C/C(CC(=O)Nc1ccc2c(c1)OCCO2)=N\NC(=O)COc1ccc(C)cc1 | i | 1% | -17% | 1% | 6% | 1 | 4% | 3 | 12%
CCCCOC(=O)CCNc1n[nH]c(=O)[nH]c1=O | -23% | -2% | 2% | -1% | -13% | -3 | ? | 2 | -8%
COc1cc(OC)cc(C(=O)NCCN2C(=O)S/C(=C\c3cccs3)C2=O)c1 | -39%[inhibitor] | -10% | -27% | 12% | 1% | 83 | ? | 5 | -1%
CC1=C(C(=O)N(C)C)CC(CC(=O)NCCCCc2ccccc2)C(=O)N1Cc1ccccc1 (stereo not given) | -20% | -9% | -19% | 12% | 0% | -14 | ? | -12 | -7%
Cc1cc2cc(CNC(=O)c3ccc(S(=O)(=O)N(C)C)cc3)ccc2n1C | i | -26% | -8% | 1% | -10% | 5 | -2% | -5 | 4%
O=C(N/N=C/c1ccc([N+](=O)[O-])cc1)c1cccc(N2CCCC2=O)c1 | i | -4% | 6% | -1% | 4% | 10 | · | 6 | -3%
Cc1ccc2c(=O)c(C(=O)c3ccc(F)cc3)cn(CC(=O)NCc3ccccc3)c2n1 | i | -4% | -5% | 5% | · | · | 2% | 14 | ·
CC(C)OC(=O)C(C)Nc1ccc(F)c(Cl)c1 (stereo not given) | -4% | 16% | -29% | 3% | 2% | 7 | ? | 7 | 0%
Cc1ccc(/C=C2\SC(=S)N(CCC(=O)Nc3cccnc3)C2=O)cc1 | i | 2% | 7% | 12% | -6% | -7 | · | 20 | -7%
S=C(Cc1ccccc1)N1CCOCC1 | -7% | 14% | 2% | 12% | -7% | 27 | · | -1 | -5%
COc1ccccc1-c1cc(NC(C)=O)c2ncc(-c3ccccc3)n2c1 | -15% | -3% | -49% | ? | 25% | 2 | ? | -7 | -2%
(further entries)
SMILES | PTHR1 agonist | GLP1R cytotox | GLP-1R inv ag | TDP43 rescue | aSyn yeast inh | DRD3 antagonist | KB-V1 MDR tox | DRD3 agonist | GLP-1R agonist
CCCS(=O)(=O)c1c(S(=O)(=O)CCC)c2ccccn2c1C(=O)OC | i | 5% | 0% | 26% | 1% | 12 | ? | 0 | -3%
COc1ccc(C(=O)NCCN2C(=O)S/C(=C\c3cccnc3)C2=O)c(OC)c1OC | -7% | 7% | 0% | 20% | 16% | 7 | 15µM* | 3 | -2%
CCCCOC(=O)CSC(=S)N(C)Cc1cccs1 | -1% | 5% | -11% | 26% | 2% | -30 | 0% | -1 | -1%
CCOC(=O)c1ccc(NC(=O)CCCn2nc(C)c3sc4ccccc4c3c2=O)cc1 | i | 10% | 4% | 12% | · | · | -3% | 2 | ·
COc1cc(C(=O)NC(=S)Nc2ccc(Cl)c(C(=O)O)c2)cc(OC)c1OC | -7%[57.5 µM] | -1% | 13% | 3% | 0% | -89* | 17% | -12 | -3%
COc1ccc(C2c3[nH]c4ccccc4c3C[C@H]3C(=O)N(C)CC(=O)N23)cc1OC (stereo not given in full) | -46%[inhibitor] | 1% | 43% | -8% | -2% | 2 | 0% | -9 | -2%
CCN1CCN(C(=O)CCN2C(=O)c3ccccc3S2(=O)=O)CC1 | -17% | -4% | -1% | 0% | 2% | -6 | ? | -9 | -4%
CCOC(=O)C1=CNS(=O)(=O)NC1c1cccc(O)c1 (stereo not given) | i | 3% | 13% | -5% | -6% | -14 | ? | -5 | 0%
COC(=O)C1(C)NC(c2cccc(C)c2)C2C(=O)N(c3ccc(F)cc3)C(=O)C21 (stereo not given) | 11% | -2% | 21% | -20% | -5% | 3 | -9% | -1 | -2%
Cc1cc2oc(C(=O)NCc3ccc(S(N)(=O)=O)cc3)c(C)c2cc1C | 23% | 5% | 14% | 0% | -6% | -18 | -6% | -1 | 2%
CCn1c(COc2ccc(OC)cc2)nc2ccccc21 | -10% | 1% | -18% | 24% | 2% | 16 | ? | 8 | 20%
COc1ccc(OC)c(NC(=O)c2cnc(Nc3ccccc3OC)c3ccccc23)c1 | -15% | 44%[activator] | -13% | 30% | 6% | 8 | 6.5µM* | 15 | 12%
COc1ccc(NC(=O)CNS(=O)(=O)c2ccc3nc(C)sc3c2)c(OC)c1 | i | -8% | -3% | -1% | 4% | -5 | 2% | -13 | 4%
Cc1cccc(C)c1OCc1cc(C(=O)N2CCN(Cc3nccn3C)CC2)no1 | -9% | 0% | -19% | -13% | 0% | -11 | -1% | 8 | 8%
Fc1ccccc1CSc1ncnc2c1oc1ccccc12 | i | 5% | 4% | 25% | 9% | 11 | 0% | 0 | -2%
O=C(N/N=C\c1c[nH]c2ccccc12)c1ccc(O)cc1 | -15% | -9% | 15% | -12% | -2% | 33 | 0% | 0 | -1%
CC1(Cc2cccc(C(N)=O)c2)C(=O)Nc2c(Cl)cccc21 (stereo not given) | i | 3% | 12% | 24% | 0% | 27 | 3% | 7 | 1%
COc1ccc(C(C)NC(=O)c2ccncc2)cc1OC (stereo not given) | i | -7% | 19% | -7% | 6% | 8 | ? | 1 | -4%
CCc1ccc(NC(=O)N(Cc2ccco2)C(C)c2cccs2)cc1 (stereo not given) | i | 0% | ? | -4% | -11% | -22 | 21µM* | -9 | 11%
O=C(c1cccc(-c2ccc(O)cc2)c1)N1CCN(c2ccc(F)cc2)CC1 | -34%[inhibitor] | 6% | 31%[activator] | 8% | 1% | -1 | ? | 1 | 3%
O=C1CCCCCN1CP(=O)(O)CCc1ccccc1 | -10%[57.5 µM] | -6% | 13% | -15% | -12% | 7 | 3% | 1 | -1%
COc1cccc(NC(=O)CSc2nnc(-c3cc(C)[nH]n3)n2N)c1 | i | 2% | 8% | 19% | -2% | 8 | 0% | 3 | 5%
COC(=O)c1sccc1NC(=O)c1ccc(Cl)cc1 | -19% | 5% | 2% | 4% | -6% | 15 | -7% | 1 | 3%
COc1ccccc1C(=O)NC(=O)COC(=O)c1ncc(Cl)c(Cl)c1Cl | i | 10% | 16% | -15% | 1% | 2 | 22% | 2 | -5%
Cc1ccc(CNC(=O)CS(=O)Cc2nc(-c3cccs3)oc2C)cc1 (stereo not given) | -22% | -3% | -5% | 8% | 4% | 3 | 3% | -2 | -1%
C/C(CCc1oc2ccccc2c1-c1ccc(C)o1)=N/O | i | -6% | ? | 13% | -14% | 15 | 5% | -26 | -4%
CCOc1ccc2nc(NC(=O)CS(=O)(=O)c3ccc(Cl)cc3)sc2c1 | -8% | -24% | ? | 3% | · | · | 8% | 29 | ·
NS(=O)(=O)c1ccc(NC(=O)COC(=O)c2cc3ccccc3cc2O)cc1 | i | -8% | -30% | -12% | -4% | -10 | 15% | 4 | 0%
Cc1nc(C(F)(F)F)ccc1C(=O)N1CCC1(C)C(=O)NS(=O)(=O)c1ccccc1 (stereo not given) | i | 6% | 13% | 23% | -1% | 25 | 2% | 4 | -2%
